Screens deposited in PubChem BioAssay by National Center for Advancing Translational Sciences (NCATS).
TDP43 rescue = qHTS of TDP-43 Inhibitors; TDP-43 expressing yeast growth rescue, BacTiter-Glo, 24 h; Potency, µM (series often up to 46.1 µM), for inactives: top-dose growth rescue (activation), most hits filed as activators; hit rate 1.8% among 410,000; further: potency means the concentration at half of the fitted maximal effect; % of control where 0% means no effect; nearly all actives have a fitted effect of over 50% in size
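Cell-based yeast growth screen: TDP-43 expression induced in galactose, inoculum OD600=0.02 after raffinose pregrowth to mid-log. Read-out BacTiter-Glo luminescence at 24 hr, 30 deg C; inhibition of toxicity seen as signal increase.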
DRD3 antagonist = qHTS of D3 Dopamine Receptor Antagonist: qHTS; max response, negative = inhibition, %; hit rate 2.5% among 360,000; D(3) dopamine receptor (Homo sapiens), P35462; D3R cells, DiscoveRx beta-arrestin luminescence, antagonist mode; stronger effect = lower value; in the data active means max response below about -50%; inconclusive means no clear call, values can overlap the other calls; further: on the % scale 0 is the no-effect control and ±100 the full control effect; mostly tested at two doses, the higher about 12 µM
Target sequence (P35462 whole entry, looked up): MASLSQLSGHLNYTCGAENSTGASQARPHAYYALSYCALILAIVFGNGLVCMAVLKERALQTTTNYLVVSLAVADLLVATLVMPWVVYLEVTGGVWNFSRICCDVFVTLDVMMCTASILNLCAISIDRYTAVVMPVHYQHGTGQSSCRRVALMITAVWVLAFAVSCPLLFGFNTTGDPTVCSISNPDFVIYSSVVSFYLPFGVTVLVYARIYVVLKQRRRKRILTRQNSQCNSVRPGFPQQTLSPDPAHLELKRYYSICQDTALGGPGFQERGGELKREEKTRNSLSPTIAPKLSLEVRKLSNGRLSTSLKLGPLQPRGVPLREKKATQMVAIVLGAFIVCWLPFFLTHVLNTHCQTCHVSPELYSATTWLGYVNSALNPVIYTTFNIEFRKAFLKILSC
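Cells expressing the human receptor were seeded at 1500 cells/well, incubated overnight at 37 degrees C in 5% CO2, then exposed to library compounds with dopamine controls for 90 minutes at 37 degrees C before luminescent detection.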
FUS suppressor = qHTS for Suppressors of FUS Proteinopathy: Primary screen using FUS-linked yeast assay. Potency, µM (highest dose often 76.6 µM), for inactives: at the top dose growth rescue (activation), usual class: activators. hit rate 0.24% among 390,000. S. cerevisiae FUS-expressing, growth rescue, OD600, 24 h. AID 1347120, 2019;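 further: potency means the concentration at half of the fitted maximal effect; plate controls were DMSO vehicle for no effect and reference control for full effect; nearly all actives have a fitted effect of over 55% in size; some results filed as inactive show a strong effect at the top dose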
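Toxicity suppression screen in FUS-yeast. Cells induced with 2% galactose, starting OD 0.005, treated 24hr at 30C with compounds at multiple final concentrations; growth by OD600.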
EPAC2 antagonist = qHTS for Antagonist of cAMP-regulated guanine nucleotide exchange factor 2 (EPAC2): primary screen. Rap guanine nucleotide exchange factor 4 (Homo sapiens), Q8WZA2. EPAC2 GEF exchange of Rap1B-BODIPY-GDP, fluorescence. Potency, µM (top dose mostly 114 µM), without a hit: at the top dose activity, negative = inhibition, usual class: inhibitors. hit rate 0.18% among 360,000. AID 720708, 2013; further: potency means the concentration at half of the fitted maximal effect; on the % scale 0 is the no-effect control and ±100 the full control effect; nearly all actives have a fitted effect of over 45% in size; many of its hits are not listed in these tables
aSyn yeast inh = qHTS of alpha-syn Inhibitors; Yeast expressing alpha-synuclein, growth rescue, BacTiter-Glo, 24 h; Potency, µM (highest dose often 46.1 µM), inactives show top-dose growth rescue (activation), most hits filed as activators; hit rate 0.14% among 370,000; AID 652106, 2013; further: potency means the concentration at half of the fitted maximal effect; % of control where 0% means no effect; nearly all actives have a fitted effect of over 65% in size
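Readout is rescue of growth in alpha-synuclein-expressing yeast, so inhibitors of toxicity appear as activators. Growth after 24 hr at 30 deg C in galactose medium is quantified by luminescence.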
DRD3 agonist = qHTS of D3 Dopamine Receptor Agonist: qHTS; D(3) dopamine receptor (Homo sapiens), P35462; D3R DiscoveRx beta-arrestin cells, luminescence, 90 min; max activation, %; hit rate 0.58% among 410,000; AID 652048, 2013; in the data active means max activation above about 30%; further: 0% is about no effect; mostly tested at two doses, the higher about 12 µM
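Cells at 1500/well, incubated overnight, then treated with pinned compounds (dopamine as control) for 90 min at 37 degrees C. DiscoveRx reagent added for 30 - 60 minutes at room temperature; luminescence read.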
Abeta rescue = qHTS for compounds that reverse cellular toxicity of Amyloid beta (A-beta) peptide in yeast: Primary Screen | Potency, µM (doses to about 46.1 µM), without a hit: top-dose growth rescue, usual class: activators | hit rate 0.063% among 410,000 | AID 1347071, 2019 | yeast expressing A-beta42, growth rescue, OD600, 48 h; response scale: 0% DMSO, 100% iron-clioquinol control; further: potency means the concentration at half of the fitted maximal effect; nearly all actives have a fitted effect of over 55% in size
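Yeast A-beta toxicity model in growth medium with pinned compounds, 48 h at 30 C; growth read as absorbance at 600 nm. Normalized to FeCl3/clioquinol equimolar mix (positive) and DMSO (negative).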
EPAC2 ag = qHTS for Agonist of cAMP-regulated guanine nucleotide exchange factor 4 (EPAC2): primary screen. EPAC2 activation, biochemical qHTS; response scale: 100% = 6.5 mM cAMP response. hit rate 0.079% among 360,000. Potency, µM (highest dose often 154 µM), for inactives: top-dose activation, most hits filed as activators; further: potency means the concentration at half of the fitted maximal effect; nearly all actives have a fitted effect of over 50% in size
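Readout is BODIPY fluorescence (480 nm excitation, 540 nm emission), which falls as labeled GDP is exchanged off Rap1B. EPAC2 at 100 nM acted on 250 nM RAP1B-BODIPY-GDP with 50 uM GDP present.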
An asterisk follows results filed as active; ? = inconclusive; / = not tested or not shown; & = joins results of further samples; [ ] = another dose, or the depositor's remark. Unless noted, the call rests on the fitted dose curve; in most records, active means well fitted curve in the direction sought with a large enough effect; inconclusive means small, poorly fitted or top-dose-only effect, or another doubt; inactive means no such curve, though single readings can be large; an effect the other way counts as inactive or inconclusive.

The opening eight records (preview)
The line under a structure holds: TDP43 rescue	DRD3 antagonist	FUS suppressor	EPAC2 antagonist	aSyn yeast inh	DRD3 agonist	Abeta rescue	EPAC2 ag
O=C(c1ccccc1)N1CCCC(C(=O)N2CCN(c3ccccc3)CC2)C1 (stereo not given)
→ 0.0%	-5.6	10.9%	11.3%	8.1%	0.0	-0.5%	4.4%
COc1cc(/C=C/C(=O)OCC(=O)NCCCc2ccccc2)ccc1O
→ 29.6%	-8.1	/	4.5%	-1.7%	-7.0	5.1%	-2.4%
O=C(O)CCSCC(=O)Nc1c(C(=O)C2CC2)oc2ccccc12
→ 13.4%	30.8	-7.4%	6.5%	1.7%	1.6	-11.9%	-5.2%
CN(CC(=O)NCc1cccnc1)S(=O)(=O)c1ccc(F)cc1
→ -1.2%	1.8	14.9%	-6.5%	-8.1%	0.4	6.9%	4.6%
CC(NC(=O)CNC(=O)C1O[C@@H]2OC(C)(C)O[C@@H]2[C@H]2OC(C)(C)O[C@@H]12)C(=O)O (stereo not given in full)
→ ?	6.0	-18.6%	3.8%	0.6%	12.8	-1.7%	8.7%
NC(=S)N/N=C/c1ccccc1[N+](=O)[O-]
→ 20.0%[9.22 µM]	-14.2	12.2%	6.2%	-2.5%	0.4	-6.6%	15.1%
Cc1ccccc1NC(=O)c1ccccc1NC(=O)c1ccccc1F
→ -3.3%&13.7%	19.6	-7.3%&-6.0%	4.0%	1.7%	-5.9&-4.8	-8.3%&-7.8%	0.8%
O=C(c1ccc(OC2CCN(C(=O)C3CC3)CC2)cc1)N(CCO)Cc1ccccc1
→ 7.6%	-4.7	4.9%	-0.3%	3.0%	1.5	0.0%	1.0%

Main list, from the start:
The line under a structure holds: TDP43 rescue	DRD3 antagonist	FUS suppressor	EPAC2 antagonist	aSyn yeast inh	DRD3 agonist	Abeta rescue	EPAC2 ag
O=C(c1ccccc1)N1CCCC(C(=O)N2CCN(c3ccccc3)CC2)C1 (stereo not given)
→ 0.0%	-5.6	10.9%	11.3%	8.1%	0.0	-0.5%	4.4%
COc1cc(/C=C/C(=O)OCC(=O)NCCCc2ccccc2)ccc1O
→ 29.6%	-8.1	/	4.5%	-1.7%	-7.0	5.1%	-2.4%
O=C(O)CCSCC(=O)Nc1c(C(=O)C2CC2)oc2ccccc12
→ 13.4%	30.8	-7.4%	6.5%	1.7%	1.6	-11.9%	-5.2%
CN(CC(=O)NCc1cccnc1)S(=O)(=O)c1ccc(F)cc1
→ -1.2%	1.8	14.9%	-6.5%	-8.1%	0.4	6.9%	4.6%
CC(NC(=O)CNC(=O)C1O[C@@H]2OC(C)(C)O[C@@H]2[C@H]2OC(C)(C)O[C@@H]12)C(=O)O (stereo not given in full)
→ ?	6.0	-18.6%	3.8%	0.6%	12.8	-1.7%	8.7%
NC(=S)N/N=C/c1ccccc1[N+](=O)[O-]
→ 20.0%[9.22 µM]	-14.2	12.2%	6.2%	-2.5%	0.4	-6.6%	15.1%
Cc1ccccc1NC(=O)c1ccccc1NC(=O)c1ccccc1F
→ -3.3%&13.7%	19.6	-7.3%&-6.0%	4.0%	1.7%	-5.9&-4.8	-8.3%&-7.8%	0.8%
O=C(c1ccc(OC2CCN(C(=O)C3CC3)CC2)cc1)N(CCO)Cc1ccccc1
→ 7.6%	-4.7	4.9%	-0.3%	3.0%	1.5	0.0%	1.0%
Cn1cc(C(=O)N2CCCCCC2)c(=O)c2cc(S(=O)(=O)N3CCCCC3)ccc21
→ -0.6%	6.1	-5.3%	-3.9%	-7.0%	-14.1	-10.6%	3.7%
CC(=O)Nc1nc(SCc2ccc(Cl)cc2Cl)n[nH]1
→ 6.3%	6.9	-3.2%	6.2%	0.7%	-3.9	9.9%	-6.9%
CNC(=S)N/N=C(\C)c1ccc(C)c(C)c1
→ ?	-0.4	3.0%	-3.1%	-15.0%	2.6	?	-3.7%
NNC(=O)c1ccc(N2CCCCCC2)c([N+](=O)[O-])c1
→ 2.6%	6.8	29.5%	7.3%	0.9%	-11.2	-2.6%	-19.5%
C=CCN1CC(C(=O)N2CCC(Cc3ccc(Cl)cc3)(C(=O)OCC)CC2)CC1=O (stereo not given)
→ 12.9%	-0.6	1.4%	-13.5%	9.1%	4.8	-0.3%	7.2%
CN(C)C(=O)NC1C=CS(=O)(=O)C1 (stereo not given)
→ 16.3%	8.9	-2.6%	7.5%	-0.1%	1.4	-1.5%	1.2%
CC(=O)Nc1cc[n+](CC(=O)c2cccc([N+](=O)[O-])c2)cc1
→ 23.9%	1.7	-1.5%	-6.6%	0.4%	-8.2	12.2%	0.0%
O=C(N1CCCC1)C12CCC3CC(CC(C3)C1)C2
→ 3.6%	22.6	-0.1%	-3.6%	-0.5%	1.9	-26.5%	2.7%
Cn1c(CCCNC(=O)c2ccco2)nc2ccccc21
→ -13.4%	5.5	30.2%	6.2%	1.7%	-4.3	2.5%	-1.8%
CN(Cc1ccccc1)S(=O)(=O)c1ccc(NC(=O)C2CCCCC2C(=O)O)cc1 (stereo not given)
→ 7.2%	17.2	/	9.4%	-12.0%	-12.8	-33.2%[inhibitor]	26.4%
O=C(c1cccn(Cc2cccc(Cl)c2)c1=O)N1CCOCC1
→ -29.7%	31.5	16.0%	-1.3%	1.9%	-12.8	11.6%	-2.2%
Clc1ccc(CCNC(c2nnc(-c3ccccc3)o2)c2ccccc2Cl)cc1 (stereo not given)
→ ?	/	31.4%	/	/	-13.9	-5.1%	/
CCOc1ccccc1CN(CCc1ccc2c(c1)OCO2)Cc1cccc(OC)c1OC
→ 7.2%	/	-0.4%	/	-23.2%	-12.7	-34.3%	/
CCOC(=O)c1cnn2c(C)cc(-c3ccc(F)cc3)nc12
→ 17.3%	11.2	-8.4%	7.0%	-4.1%	0.3	-3.9%	7.0%
Cc1ccc(C)c(OCC(=O)Nc2ccc(S(=O)(=O)Nc3onc(C)c3C)cc2)c1C
→ 4.4%	/	?	/	-20.1%	-7.3	-15.0%	/
O=C(N/N=C/c1ccc2c(c1)OCO2)c1cc(-c2ccc(F)cc2)nc2ccccc12
→ -3.6%	3.4	/	6.9%	1.3%	0.1	5.4%	1.9%
Cc1cc(CN2CCOCC2)c(O)c(C2(C)CCCCC2)c1
→ 0.6%	-23.7	-42.8%	5.8%	-19.1%	-2.2	5.7%[9.22 µM]	4.8%
CSCCC(C(=O)OCC(=O)c1ccc(C)c(C)c1)N1C(=O)c2cc(Cl)c(Cl)cc2C1=O (stereo not given)
→ -21.3%	10.8	?	-1.7%	0.8%	1.5	11.4%	11.1%
COC(=O)c1ccc(C(=O)OC)c(NC(=O)CSc2n[nH]c(N)n2)c1
→ -10.9%	9.1	-0.3%	1.3%	-3.6%	6.7	1.3%	-0.6%
COc1ccccc1N1CCN(C(=O)CCc2ccccc2)CC1
→ 14.0%	6.4	-7.1%	-3.9%	4.5%	5.0	-2.0%	2.6%
O=C(CN1CCN(c2ccccn2)CC1)Nc1cccc(Br)c1
→ 10.1%	-23.8	-8.6%	-4.9%	-1.5%	3.0	-3.8%	4.7%
O=C1c2oc3ccccc3c(=O)c2C(c2cccc(Cl)c2)N1c1ccccn1 (stereo not given)
→ 17.1%	/	-3.5%	/	/	2.9	-12.8%	/
O=C(CSc1nc2ccccc2o1)Nc1ccccc1N1CCCCCC1
→ ?	-26.9	24.8%	6.1%	-5.8%	-7.5	-7.6%	14.5%
N#CCCN(/N=C/c1cccnc1)C1=NS(=O)(=O)c2ccccc21
→ -22.8%	3.9	1.9%	9.5%	-4.8%	3.4	-2.8%	-4.2%
CSc1cccc(NC(=O)c2cc3c(COC(C)=O)cnc(C)c3oc2=O)c1
→ -2.7%	/	1.1%	/	/	-9.6	-16.3%	/
CCCOCC(O)CC(Cc1ccccc1)C(=O)NN (stereo not given)
→ 11.9%	-4.5	11.7%	1.2%	-2.3%	6.0	12.7%	9.8%
Cc1ccc(C)c(C2C(=O)c3ccccc3C2=O)c1
→ 9.5%	-18.0	17.1%	-18.5%	-13.2%	-3.8	-7.9%	4.6%
Nc1nncn1C(=O)CCc1ccccc1
→ 5.3%	-16.4	18.6%	22.3%	-5.8%	-30.2	-1.9%	-0.8%
CC(OC(=O)[C@@H](NS(=O)(=O)c1ccccc1)C(C)C)C(=O)c1c(N)n(C)c(=O)n(C)c1=O (stereo not given in full)
→ -2.2%	-5.8	-44.3%	-0.6%	-1.8%	0.9	3.2%	8.5%
COc1ccc(CCN(Cc2cc3cc(C)cc(C)c3nc2Cl)C(=O)C2CC2)cc1
→ -15.8%	-6.9	24.2%	-16.6%	-3.0%	-5.1	3.9%	7.3%
CC(C)OCCCNC(=O)c1ccc(Cn2c(=O)c3cccn3c3cccnc32)cc1
→ ?	/	-6.9%	/	/	-3.9	6.0%	/
COc1cccc2sc(=NC(=O)CS(=O)(=O)c3ccc(F)cc3)n(C)c12
→ -9.6%	5.1	-3.5%	-0.4%	-0.2%	6.5	-1.6%	4.5%
N#Cc1cccc(S(=O)(=O)NCC(=O)OCC(=O)NCc2ccccc2)c1
→ 21.6%	-6.3	32.1%	-1.5%	1.4%	-1.0	8.4%	0.0%
O=C(CSc1ccc2nnc(CCNC(=O)c3ccccc3)n2n1)NCCc1ccccc1
→ 10.9%	5.3	15.2%	-6.2%	-0.7%	1.5	12.3%	1.3%
N#CCCN(Cc1ccccc1)C(CCc1ccccc1)C(=O)NC1CCCCC1 (stereo not given)
→ ?	5.8	?	-15.1%	23.3%	-8.3	11.4%	15.5%
CCOC(=O)N1CCN(C(c2ccc(F)cc2)c2sc3nc(C)nn3c2O)CC1 (stereo not given)
→ 15.8%	15.9	3.5%	-3.6%	1.8%	3.3	7.5%	1.9%

Only part of the results is shown (hit frequency here may not be typical).
